IL1B secr inh: inflammasome signaling inhibition, IL-1 beta readout; THP-1 LPS/ATP IL-1B secretion, AlphaLISA, 16 h; stronger effect = lower value; activity change, % at 57.5 µM; 360,000 compounds, 4.7% hits; AID 743279; in the data active = activity change below about -50%; inconclusive = mostly about -30% to -49%; also: % is scaled to controls: 0 for no effect and ±100 for the full control effect
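THP-1 cells pretreated 1 hr with compounds (up to 57.5 uM final), then stimulated with LPS (250 ng/mL final) plus ATP (1.25 mM final); secreted IL-1B measured by AlphaLISA after 16 hr, decreased signal indicating inhibition.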
HT1080NT lethal: kills 2HG-producing HT-1080-NT fibrosarcoma cells. HT-1080-NT fibrosarcoma viability, CellTiter-Glo ATP luminescence, 48 h. Potency, µM (top dose mostly 46.1 µM), for inactives: at the top dose activity, negative = less viability, actives largely listed as cytotoxic. 360,000 compounds, 1.6% hits. AID 686970;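 also: NT is the 2HG producing partner of a matched IDH1 knockdown line; potency is read from the fitted curve at half-maximal effect; 0% = DMSO-treated cells and -100% = media-only wells without cells; nearly all actives have a fitted effect of over 55% in size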
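A 48-hour cytotoxicity screen used HT-1080-NT cells plated 2 hours before compound delivery. ATP-based CellTiter-Glo luminescence measured viability, normalized to DMSO and no-cell controls.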
HT1080 IDH1KD tx: kills HT-1080 cells with IDH1 knockdown. HT-1080 IDH1 knockdown viability, ATP luminescence, 48 h. Potency, µM (highest dose often 46.1 µM), inactives show at the highest dose activity, negative = toxicity, hits mostly cytotoxic. 360,000 compounds, 2% hits. AID 686971;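 also: potency is read from the fitted curve at half-maximal effect; 0% = DMSO wells and -100% = cell-free medium wells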
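After a 2 h attachment period, IDH1KD HT-1080 cells took pin-transferred compound for 48 h at 37 °C; ATP-based luminescence after 10 min room-temperature reagent incubation reported viability.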
KB-3-1 cytotox: kills parental KB-3-1 adenocarcinoma cells; KB-3-1 viability, CellTiter-Glo ATP luminescence, 72 h; Potency, µM (top dose mostly 46.1 µM), for the others: at the top dose activity change, negative = cytotoxic, hits mostly cytotoxic; 400,000 compounds, 1.4% hits; also: potency is read from the fitted curve at half-maximal effect; % is scaled to controls: 0 for no effect and ±100 for the full control effect; nearly all actives have a fitted effect of over 60% in size
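Parental KB-3-1 viability, qHTS format: 72 h compound exposure, 37 °C; CellTiter-Glo; media-only wells and DMSO plates as controls; concentration-effect fits on corrected data.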
D3 ag: D3 dopamine receptor (human) agonism | P35462 | D3R DiscoveRx beta-arrestin cells, luminescence, 90 min | max activation, % | 410,000 compounds, 0.58% hits | AID 652048; in the data active = max activation above about 30%; also: 0% is about no effect; mostly tested at two doses, the higher about 12 µM
Target sequence (P35462 whole entry, looked up): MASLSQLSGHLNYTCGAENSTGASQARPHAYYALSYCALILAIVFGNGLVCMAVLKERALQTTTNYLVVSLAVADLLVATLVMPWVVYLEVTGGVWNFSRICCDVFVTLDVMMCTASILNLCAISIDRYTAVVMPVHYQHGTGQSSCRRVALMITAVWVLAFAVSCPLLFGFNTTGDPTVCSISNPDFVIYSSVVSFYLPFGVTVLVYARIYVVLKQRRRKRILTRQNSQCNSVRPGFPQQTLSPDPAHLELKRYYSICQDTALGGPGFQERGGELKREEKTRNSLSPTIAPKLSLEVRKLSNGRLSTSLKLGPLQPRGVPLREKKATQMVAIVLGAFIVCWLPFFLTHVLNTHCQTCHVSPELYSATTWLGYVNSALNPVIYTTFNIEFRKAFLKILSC
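Agonist mode: compounds and dopamine controls were applied to plated cells for 90 min at 37 degrees C after an overnight attachment at 1500 cells/well. Luminescent read-out followed 30 - 60 minutes at room temperature with DiscoveRx detection reagent.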
SW480 rereplic: DNA re-replication induction in SW480 cells; SW480 DNA re-replication, Hoechst DNA content imaging, 48 h; 340,000 compounds, 1.8% hits; Potency, µM (doses to about 46.1 µM), for the others: at the top dose re-replication activation, actives largely listed as activators; AID 624297; also: potency is read from the fitted curve at half-maximal effect; % of control where 0% means no effect; nearly all actives have a fitted effect of over 55% in size
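DNA re-replication was detected as more nuclei of elevated Hoechst intensity after 48 hr exposure to compound (23 nL pinned per well of 250 cells).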
HEK293 tox: cytotoxicity counter-screen for GLP-1 receptor inverse agonists | Potency, µM (series often up to 38.3 µM), for the others: at the top dose activity change, negative = inhibition, actives largely listed as inhibitors | HEK293 cAMP-luciferase reporter cells, luminescence, 24 h | 410,000 compounds, 0.13% hits;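 also: loss of luciferase light is scored as toxicity; potency is read from the fitted curve at half-maximal effect; % is scaled to controls: 0 for no effect and ±100 for the full control effect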
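A 23 nL compound transfer followed 12 hours of cell culture at 37 deg C; exposure then lasted 24 hr. Luciferase assay detection reagent was dispensed and plates read for luminescence after a 12 min room-temperature wait.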
KB-V1 cytotox: KB-V1 MDR subline cytotoxicity; KB-V1 MDR cells viability, CellTiter-Glo, 72 h; 400,000 compounds, 3.4% hits; Potency, µM (top dose mostly 46.1 µM), for inactives: at the top dose activity change, negative = cytotoxicity, actives largely listed as cytotoxic; also: potency is read from the fitted curve at half-maximal effect; % is scaled to controls: 0 for no effect and ±100 for the full control effect; nearly all actives have a fitted effect of over 60% in size
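In this primary screen, KB-V1 cells overexpressing P-gp are incubated with library compounds (lowest to highest concentration) for 72 h at 37 degrees C before a luminescent ATP viability read.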
MCF10A rereplic: DNA re-replication induction in MCF 10a cells; MCF 10A DNA re-replication, Hoechst nuclear intensity, 48 h; Potency, µM (top dose mostly 46.1 µM), for inactives: top-dose activity, positive = re-replication, usual class: activators; 350,000 compounds, 2.9% hits; also: potency is read from the fitted curve at half-maximal effect; % of control where 0% means no effect; nearly all actives have a fitted effect of over 50% in size
* hit, by the source's call; ? = inconclusive; nt = not tested or not shown; & = joins results of further samples; [ ] = dose if it differs, or a comment. Unless noted, calls follow the shape of the dose curve; as a rule, active = well fitted curve in the direction sought with a large enough effect; inconclusive = small, poorly fitted or top-dose-only effect, or another doubt; inactive = no such curve, though single readings can be large; an effect the other way counts as inactive or inconclusive.

Screens in order – IL1B secr inh, HT1080NT lethal, HT1080 IDH1KD tx, KB-3-1 cytotox, D3 ag, SW480 rereplic, HEK293 tox, KB-V1 cytotox, MCF10A rereplic
COc1ccc(NC(=O)c2c(NC(=O)c3cccc(C)c3)sc3c2CCCC3)cc1
    nt, nt, nt, 13%, -14, nt, 0%, ?, nt
COCCN(C(=O)COC(=O)c1ccc2c(c1)OCCO2)c1c(N)n(Cc2ccccc2)c(=O)[nH]c1=O
    4, 2%, 12%, 5%, -7, -16%, 3%, 15%, 20%
CCc1cc(C(=O)N2CCN(c3ccccc3)CC2)no1
    nt, nt, nt, -1%, -1, nt, 11%, 6%, nt
O=C(NCCCN1CCCC1=O)c1cccc(N2CCCC2=O)c1
    -5, 15%, 12%, 2%, -5, -2%[9.22 µM], 0%, 13%, -5%
O=C(Nn1cnnc1)c1ccccc1-c1ccccc1
    -1, 0%, 0%, -6%, 1, -3%, -9%, 7%, -2%
Cc1cccc(-n2ncc3c(Nc4c(C)cc(C)cc4C)ncnc32)c1
    nt, nt, nt, 9.2µM*, -19, nt, -31%, ?, nt
CC(CN1CCCCC1)OC(=O)c1ccccc1Cl (configuration not stated)
    14, 9%, 8%, 6%, -28, -1%, -12%, 1%, -4%
CCN(C(=O)NCc1noc2ccccc12)c1cc(C)ccc1C
    nt, nt, nt, -1%, 3, nt, 20%, -1%, nt
Cc1ccc(Cn2cc(CN(C)C3CN(Cc4cn(Cc5ccc(C)cc5)nn4)S(=O)(=O)C3)nn2)cc1 (configuration not stated)
    -20, 1%, 12%, -11%, -6, nt, -11%, ?, nt
Cc1ccccc1NC(=O)Cc1nc(COC(=O)c2ncc(Cl)c(Cl)c2Cl)cs1
    -88*, -23%, -1%, 0%, -5, 6.5µM*, -8%, -8%, ?
CCCN1CCC(=O)N(CCSc2ccccc2)CC1
    15, -24%, 2%, 0%&2%, -21, ?, 1%, ?, 5%
CC(C)(C)OC(=O)N1CCN(C(=O)c2[nH]c(C(F)(F)F)nc2-c2ccccc2)CC1
    13, 10%, 14%, -2%, -1, nt, 6%, -15%, nt
Cc1ccc(-c2nnc(SCC(=O)NC3CCS(=O)(=O)C3)nc2-c2ccc(C)cc2)cc1 (configuration not stated)
    -10, 23%, -3%, -1%, 4, 1%, 8%, -6%, -1%
COc1ccc(NC(=O)CN2CCN(S(=O)(=O)c3cccs3)CC2)cc1Cl
    -13, -3%[9.24 µM], -16%, 1%, 10, 2%, -9%, -27%, 11%
CCOc1ccc(NC(=O)CN(C)C(=O)c2cccnc2Sc2ccc(C)c(C)c2)cc1OCC
    1, -1%, -2%, nt, 2, ?, -8%, nt, 1%
CCOc1ccc(NC(=O)CN2CCN(CC(=O)Nc3ccc(F)c(F)c3)CC2)cc1
    -16, -6%, -1%[9.24 µM], 3%, -2, -2%, -7%, ?, -1%
CC(C)N(C(=O)Cn1cc(S(=O)(=O)CC(=O)NCc2ccccc2)c2ccccc21)C(C)C
    -5, -2%, -1%, nt, -20, 13%, 10%, nt, ?
Cc1cccc(N2CCN(S(=O)(=O)c3ccc4c(c3)NC(=O)CO4)CC2)c1C
    34, -23%, -6%, -26%, -8, -1%, -11%, -9%, ?
CCOC(=O)Cn1c(=O)n(CC2CCCO2)c2nc(-c3ccc(C(C)C)cc3)nc(C(N)=O)c21 (configuration not stated)
    nt, nt, nt, 2%, 5, nt, 4%, ?, nt
COc1ccc(/C=C/C(=O)CCC(=O)O)cc1
    0, 14%, 3%, -4%, 2, ?, 2%, 15%, -11%

Only HT1080NT lethal and D3 ag, for some of the entries so far:
SMILES,HT1080NT lethal,D3 ag
COCCN(C(=O)COC(=O)c1ccc2c(c1)OCCO2)c1c(N)n(Cc2ccccc2)c(=O)[nH]c1=O,2%,-7
CCc1cc(C(=O)N2CCN(c3ccccc3)CC2)no1,nt,-1

(next part)
Screens in order – IL1B secr inh, HT1080NT lethal, HT1080 IDH1KD tx, KB-3-1 cytotox, D3 ag, SW480 rereplic, HEK293 tox, KB-V1 cytotox, MCF10A rereplic
Cc1c(Nc2nc(-c3cccc([N+](=O)[O-])c3)cs2)c(=O)n(-c2ccccc2)n1C
    -13, 3%, -3%, 2%, -7, ?, -2%, -17%, 2%
COc1ccc(/C=C(\C#N)C(=O)Nc2cc(S(=O)(=O)N3CCCCC3)ccc2N2CCCCC2)cc1
    ?, 2%, 10%, 5%, 2, 0%, -14%, -19%, -3%
CCc1ccc([C@@H]2CC=C(C(=O)O)[C@H](c3ccccc3F)N2S(=O)(=O)c2ccc(C)cc2)cc1
    18, -13%, -11%, -24%, -8, 0%, 5%, -15%, -13%
COC(=O)c1sc(N2C(=O)C(O)=C(C(=O)c3ccc(C)o3)C2c2ccc([N+](=O)[O-])cc2)nc1C (configuration not stated)
    108, -2%, -6%, 27%, 1, 5%, -18%, 13%, 18%
COc1ccc(N(C(=O)c2snc(C(N)=O)c2N)C(C(=O)NC2CCCC2)c2ccc(F)cc2)c(OC)c1 (configuration not stated)
    8, -24%, -29%, -10%, -5, 5%, 1%, -20%, 7%
C=CCN(c1ccccc1)S(=O)(=O)c1ccc2c(c1)NC(=O)C(C)S2 (configuration not stated)
    53, 23%, 2%, -3%, -2, 6%, 0%, -12%, 11%
Cc1ccc(C2CC(c3cccs3)=NN2C(=O)c2ccc(Br)o2)cc1 (configuration not stated)
    -29, -6%, -18%, -3%, -1, 13%, -6%, -2%, 11%
O=C(c1cc(=O)c2ccccc2o1)N1CCCc2ccccc21
    22, -12%, -3%, -4%, -3, 0%, -8%, -18%, 13%
Cc1cc(C(=O)OCC(=O)Nc2ccccc2[N+](=O)[O-])c2ccccc2n1
    -9, -1%, 7%, 3%, 4, -1%, -3%, -12%, 0%
CCOc1ccc(CCNC(=O)COC(=O)C2CCN(S(=O)(=O)c3ccc(C)c(C)c3)CC2)cc1OCC
    15, -3%, 0%, nt, 11, -2%, 4%, nt, 4%
COc1ccc(N(C)C(=O)Cc2c(C(=O)O)n(C)c3ccccc23)cc1
    1, -2%, 0%, 5%, -5, -10%, -1%, ?, -13%
Cc1cc(-c2ccc(Br)s2)nc(-n2cccc2)n1
    -26, -6%, 10%, ?, -6, 3%, 38%[activator], -1%, -7%
Cc1cc(Cl)nc(Cl)c1C(=O)NC(=O)NCCC(C)C
    39, 0%, -5%, 0%, 5, ?, 34%, -9%, ?
Brc1cnc2nc(SC/C=C/c3ccccc3)[nH]c2c1
    9, -2%, -2%, -2%, -13, 16%, 6%, 16%, -30%[inhibitor]
COc1ccccc1NC(=O)Nc1ccc(S(=O)(=O)Nc2onc(C)c2C)cc1
    1, 12%, 12%, 0%, 2, -2%, -11%, -2%, 1%
COc1ccc(S(=O)(=O)O/N=C2\CCSc3ccc(C)cc32)cc1
    -11, 6%, 0%, 18%, 3, -5%, 6%, 8%, 1%
CN(Cc1cccs1)c1ncnc2sccc12
    -21, -23%, -18%, -4%, 4, 0%, -2%, -21%, 16%
CC(C)CC(COCc1ccc(Cl)cc1)N1CCN(C(=O)c2cccc(C(F)(F)F)c2)CCC1=O (configuration not stated)
    -24, 0%, -6%, 1%, 5, -7%, -4%, 17%, -1%
COc1ccc(NC(=O)CN(C)C(=O)c2ccc3c(c2)OCCO3)cc1
    -9, -2%, -1%, -25%, -20, -10%, 9%, -19%, 0%
CCc1ccc(OCC(=O)NCC(c2ccc(Cl)cc2)N2CCOCC2)cc1 (configuration not stated)
    nt, nt, nt, -11%, -8, nt, 17%, -11%, nt
COc1cccc(-c2ccc(=O)n(CC(=O)NCCN3CCOCC3)n2)c1
    -1, 8%, -2%, 0%, -16, -1%, -16%, 18%, -4%
COc1ccc(CN2CCC3CC2c2cc(Cl)ccc23)cc1 (configuration not stated)
    11, -7%, -1%, ?, -72, -4%[9.22 µM], -7%, -12%, ?
Cc1ccc(Cl)cc1NC(=O)c1ccccc1OCC(=O)Nc1ccc(Cl)cc1
    4, ?, -6%, 1%, -2, -31%[inhibitor], -10%, -2%, 9.2µM*
Cc1ccc2sc(N(Cc3cccnc3)C(=O)CCS(=O)(=O)c3ccccc3)nc2c1C
    nt, nt, nt, 13%, -4, nt, -1%, 10%, nt
O=C(NCc1ccc(F)cc1)c1noc2c1CCCCC2
    -6, 8%, 1%, 1%, 3, 0%, -4%, 16µM*, 2%
O=C(COC(=O)c1ccco1)Nc1nnc(-c2ccccc2)o1
    7, 9%, -2%, 14%, -15, -442%[inhibitor], -18%, 3%, ?
O=C1COc2ccc(C(=O)NCc3ccco3)cc2N1
    -1, 9%, -8%, 0%, 0, -1%, -13%, 1%, -5%
COc1ccc(NC(=O)C2CCCN2S(=O)(=O)c2ccc3c(c2)CCCC(=O)N3)cc1Cl (configuration not stated)
    nt, nt, nt, 4%, 9, nt, -8%, 25%, nt
CC1(C(=O)NS(=O)(=O)c2ccc(Cl)cc2)CCN1C(=O)CC1CC1 (configuration not stated)
    1, 27%, 22%, -7%, 4, nt, 3%, -13%, nt
Cc1cccc(C(P(=O)(c2ccccc2)c2ccccc2)P(=O)(c2ccccc2)c2ccccc2)n1
    -10, -1%, 9%, -6%, -4, -1%, -24%, 4%, 2%
CSc1ccccc1NC(=O)N1CCC(CO)(CC2CCCCO2)CC1 (configuration not stated)
    -7, 28%, 14%, 13%, 1, 3%, 10%, 2%, 18%
Cn1c(SCC(=O)Nc2ncc(C(F)(F)F)cc2Cl)nnc1-c1ccc(Cl)cc1
    0, 2%, -2%, 19%, 3, -61%[inhibitor], 15%, -15%, -77%[inhibitor]

Source: PubChem BioAssay (National Center for Advancing Translational Sciences (NCATS))
